Screens deposited in PubChem by National Center for Advancing Translational Sciences (NCATS).
FEN1 inhibitor – qHTS Assay for the Inhibitors of Human Flap endonuclease 1 (FEN1) | Potency, µM (series often up to 114 µM), for the others: top-dose activity change, negative = inhibition, usual class: inhibitors | Recombinant FEN1 flap cleavage, fluorescence, 15 min | 0.35% of 390,000 active | P39748; active = well fitted inhibition curve with a large enough effect; inconclusive = small, poorly fitted or top-dose-only effect; inactive = no such curve, though single readings can be large or run the other way; note: nearly all actives have a fitted effect of over 65% in size
Target sequence (P39748 whole entry, looked up): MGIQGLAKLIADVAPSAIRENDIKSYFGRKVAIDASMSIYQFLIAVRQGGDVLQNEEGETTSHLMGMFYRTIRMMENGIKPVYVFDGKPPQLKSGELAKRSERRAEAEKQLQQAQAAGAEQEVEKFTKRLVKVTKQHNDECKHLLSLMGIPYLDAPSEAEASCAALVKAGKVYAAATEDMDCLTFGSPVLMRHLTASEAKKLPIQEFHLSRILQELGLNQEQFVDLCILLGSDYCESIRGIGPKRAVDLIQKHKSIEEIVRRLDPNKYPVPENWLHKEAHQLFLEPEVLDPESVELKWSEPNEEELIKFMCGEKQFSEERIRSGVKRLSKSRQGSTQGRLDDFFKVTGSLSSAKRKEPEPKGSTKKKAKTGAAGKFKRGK
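In this screen, 50 nM flap DNA substrate was added to 10 nM FEN1 pretreated with compound for 15 min at room temperature; cleavage was followed with reads at 0 and 15 min, and Hill fitting gave concentration–response parameters.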
Numbers without * were called inactive; ? = inconclusive; & = joins results of further samples. % is set by controls: 0 for no effect and ±100 for the full control effect; potency is the fitted concentration of half-maximal effect. An excerpt (hit frequency here may not be typical).

SMILES	FEN1 inhibitor
COc1cc(NC(=O)C2CC3CCC2C3)c(OC)cc1Cl (stereo not drawn)	1.4%
CCCCN(C(=O)CSCc1ccc(C)cc1)c1c(N)n(Cc2ccccc2)c(=O)[nH]c1=O	12.3%
CNC(=O)N(O)C1N(NC(=O)Nc2ccccc2)C(=S)SC1(C)C (stereo not drawn)	1.3%
O=C1CC2CC1C(C(=O)O)C2C(=O)O (stereo not drawn)	1.8%
Cc1ccc(-n2c3c(cc(C(=O)Nc4ccccc4C(N)=O)c2=O)C(=O)CC(C)(C)C3)cc1	16.2%
O=C(C[n+]1cccc2cccc(O)c21)c1ccc(Br)cc1	17.7%
O=C1CC(c2ccc(F)cc2)CC(O)=C1C=NCCN1CCNCC1 (stereo not drawn)	-8.8%
ClCCn1cnc2c(SCc3ccccc3)ncnc21	-5.1%
CN(C)c1cc2c3ccccc3ccc2c2ccccc12	-33.3%
CCOc1ccc(N/C=C\C(=O)c2ccc3c(c2)OCO3)cc1	0.2%
CCCCOn1c(C)c(C(=O)OCC)c2c3nonc3ccc21	-13.9%
Cc1cccc(N(CC(=O)Nc2ccccc2C(F)(F)F)S(=O)(=O)c2ccccc2)c1C	-6.5%
CCC1(c2ccccc2)C(=O)N=C(N)N(C#N)C1=O (stereo not drawn)	2.0%
O=C(NCc1ccccc1)c1onc(CSc2ccc(F)c(F)c2)c1C(=O)NCc1ccccc1	-18.3%
CCCc1cc2c(cc1NC(=O)Cc1ccccc1)OCO2	10.7%
CCCCc1c(C)[nH]c2c(OC)cccc2c1=S	-2.5%
CC(C(C(=O)N1CCCCC1)N1CCCCC1)N1CCCCC1 (stereo not drawn)	-0.4%
CCCCCc1ccnc(CC(=O)c2ccc(OC)cc2)c1	12.4%
C=C(CN(C)C)C(=O)c1ccc(C)cc1C	-9.6%
CCC1(CC)C(C#N)C(=O)NC(=O)C1C#N (stereo not drawn)	9.1%
CC1(C)C(CC(=O)O)CC1C(=O)O (stereo not drawn)	-6.0%
CC(C)C[C@H]1COCCS(=O)(=O)N1Cc1cccc(C(F)(F)F)c1	-17.7%
COc1cc(C2(c3ccc(O)c(OC)c3)C(=O)N(C)c3ccc(C)cc32)ccc1O	-18.3%
O=C1NC(=O)N(Cc2ccccc2)CC1Br (stereo not drawn)	8.5%
O=S(=O)(c1cccc(C(F)(F)F)c1)c1ccc(O)cn1	10.3%

(cont.)
SMILES	FEN1 inhibitor
C=CC(=O)N1c2ccccc2Sc2ccc(NC(=O)OCC)cc21	-6.2%
Cc1ccc(C2=NOC(C)(c3nnc(Cc4ccccc4)o3)C2)cc1 (stereo not drawn)	-1.3%
CC(C)Cn1cnc2c(Sc3c([N+](=O)[O-])ncn3C)nc(N)nc21	-5.5%
COc1cccc(C(=O)Nc2ccc(C(=O)NCC3CCCO3)cc2)c1 (stereo not drawn)	0.6%
Cc1cc2[nH]c3c4ccccc4nc(C)c3c2cc1C	?
CN(C(=O)c1cccc(NC(=O)Cc2cccc(NC(=O)C3CCN(C(=O)C4CCCCC4)CC3)c2)c1)C1CC1	10.5%
O=C(Nc1cc(Cl)ccc1-n1cncn1)c1ccco1	-9.5%
CCC(C)NC(=O)c1ccc2nc(-c3ccco3)c(-c3ccco3)nc2c1 (stereo not drawn)	?
NC(=O)NN=C1CCn2cccc21	-2.8%
CCN(C(=O)c1cc2c(s1)-c1c(C)cccc1OC2)c1ccccc1F	-24.1%
CCOc1ccc(NC(=O)CSc2ccc3ccccc3n2)cc1	-9.5%
CCOC(=O)c1cnc2nc(SCc3ccccc3Cl)[nH]n2c1=O	-21.9%
COc1ccc(Cl)cc1S(=O)(=O)N1CCCC(C(=O)NCC(N)=O)C1 (stereo not drawn)	5.4%
CC(C=Cc1ccccc1)=NNS(=O)(=O)c1ccc([N+](=O)[O-])cc1	?
Cc1ccc(C(=O)NC(C)c2ccc(C)c(C)c2)s1 (stereo not drawn)	-0.5%
CCOC(=O)N1CCC2CC1c1cc(Cl)ccc12 (stereo not drawn)	-8.0%
CN(C(=O)c1cccc(NC(=O)Cc2ccc(NC(=O)C3CCCN(C(=O)C4CCCC4)C3)cc2)c1)C1CCCC1 (stereo not drawn)	7.0%
O=C(COc1cc(F)ccc1[N+](=O)[O-])Nc1ccc2c(c1)OCO2	-14.4%
NC(=O)C1CC(=O)N(c2ccc(OCC(=O)N3CCCC3)cc2)C1 (stereo not drawn)	9.5%
CCOc1ccc(C(=O)NCC(=O)NCCSc2ccc(Br)cc2)cc1OCC	-5.9%
O=C(OCCc1cc2ccccc2c(=O)o1)c1cccc(Br)c1	-0.7%
CC1=C(C(=O)Nc2cccnc2)C(c2ccc(F)cc2)n2nc(-c3cccc(C)c3)nc2N1 (stereo not drawn)	-6.3%
O=C(O)C(=Cc1ccccc1[N+](=O)[O-])c1ccccc1	-9.5%
CCOC(=O)C1(C(=O)OCC)NC(=O)CC1CC(C)C (stereo not drawn)	6.3%
O=C(Nc1ccccc1)[C@@H]1CC=C[C@@H]2CCN(Cc3ccccc3)C(=O)[C@@H]21	-8.5%&8.7%

The list continues:
SMILES	FEN1 inhibitor
COc1cc(/C=C2\SC(=O)N(CC(=O)Nc3cccc(C)c3)C2=O)ccc1OC(C)C(=O)O (stereo not drawn)	-0.7%
Oc1ccc(C[C@H]2CNC(=S)N2CC2CCCN2C[C@H](Cc2ccccc2)N2C[C@H](Cc3ccc(O)cc3)N(CC3CCCCCC3)C2=S)cc1 (stereo partly drawn)	-0.7%
COC(=O)c1sc(C(F)(F)F)c(-c2ccccc2)c1S(=O)(=O)N1CCOCC1	15.0%
COc1ccc(NS(=O)(=O)c2cccc(C(=O)N/N=C(/C)c3ccc(-n4ccnc4)cc3)c2)cc1	-14.4%
C1CCN2CC3CC(CN4CCCC[C@@H]34)[C@H]2C1	8.4%
Nc1ccc(-c2cc3ccccc3[nH]2)cc1	-16.5%
Cc1cc(C)n2cc(CSc3nnc(-c4ccccc4)c(-c4ccccc4)n3)nc2n1	17.3%
O=C(COc1ccccc1C(=O)Nc1ccccc1)Nc1ccc2ccccc2c1	9.9%
COCCCN(C(=O)CSc1nc2ccccc2c(=O)n1C)c1c(N)n(Cc2ccccc2)c(=O)[nH]c1=O	-5.3%
c1ccc2c(c1)OC1OC2Oc2ccccc21	-4.0%
Cc1nc(N2CCN(C)CC2)c2nnn(Cc3ccccc3)c2n1	0.5%
O=C(Cc1cccc(NC(=O)C2CCCN(C(=O)C3CCCCC3)C2)c1)Nc1cccc(C(=O)N2CCCCC2)c1 (stereo not drawn)	11.2%
COc1ccc(Cc2nc3ccc(C(=O)NCCSC)cc3o2)cc1	-19.7%
Cc1ccc(OCc2cc(C(=O)N(C)CCn3ccnc3C)no2)cc1C	-0.8%
O=C(CSc1ncnc2c1oc1ccccc12)N1CCN(c2ccccc2)CC1	-22.8%
O/N=C(\Cn1ccnc1)c1ccccc1	4.6%
CCCCN1C(=O)C(O)(CC(=O)c2ccc(C(C)(C)C)cc2)c2ccccc21 (stereo not drawn)	-28.8%
Clc1cccc(CSc2ncnc3c2ncn3C2CCCCO2)c1 (stereo not drawn)	?
COc1ccc(CC2NCCC3=CC(=O)CCC32)cc1O (stereo not drawn)	-2.5%
C(=C\c1c[nH]c2ccccc12)/c1cc[n+](C2CCCCC2)cc1	?
C/C(=N/Nc1ccc(C(=O)O)cc1)c1ccc2c(c1)Nc1ccccc1S2	-22.4%
COc1ccc(/C=N/NC(=O)c2cccc3ccccc23)c(OC)c1OC	3.3%
O=C(C[n+]1ccnc2ccccc21)c1ccc(Cl)cc1	0.0%
CC12CCC(C(=NO)C1=NO)C2(C)C (stereo not drawn)	13.2%
CC(CCC(=O)O)C1CCC2C3CC(O)C4CC(O)CC[C@]4(C)C3CCC12C (stereo partly drawn)	-0.7%

3 entries from above, sorted by SMILES length, largest number first:
SMILES	FEN1 inhibitor
COCCCN(C(=O)CSc1nc2ccccc2c(=O)n1C)c1c(N)n(Cc2ccccc2)c(=O)[nH]c1=O	-5.3%
Cc1ccc(OCc2cc(C(=O)N(C)CCn3ccnc3C)no2)cc1C	-0.8%
c1ccc2c(c1)OC1OC2Oc2ccccc21	-4.0%

Next part.
SMILES	FEN1 inhibitor
C=CCOC(=O)C1=C[C@@H](c2csc3ccccc23)C[C@@H](OCCCCO)O1	-1.0%
CC(C)(C)c1nc2c(s1)CCc1onc(-c3ccc(Br)cc3)c1-2	-1.5%
CN(C)CC1CCC/C(=C\c2ccc(OC(=O)c3ccc(Cl)cc3)cc2)C1=O (stereo not drawn)	?
Cc1occc1C(=O)N/N=C/C1=C(N2CCOCC2)C(=C/c2ccc(Cl)cc2Cl)/CC1	0.3%
N#Cc1ccccc1NC(=O)c1ccccc1OCC(=O)Nc1ccc2c(c1)oc1ccccc12	1.8%
CCCOc1ccc(C(=O)CCC(=O)OCC(=O)N2CCN(S(=O)(=O)c3ccc(C)cc3C)CC2)cc1	-0.3%
c1cc2c3c(cccc3c1)-c1cnccc1-2	?
Cc1cccc(C(=O)NC(=S)Nc2c(C)n(C)n(-c3ccccc3)c2=O)c1	-8.1%
Cc1ccc(NC(=O)CC(c2ccc(F)cc2)N2Cc3ccccc3C2=O)cc1C (stereo not drawn)	0.0%
COC(C[C@@H]1O[C@@H]1C(=O)[C@H](C)OCc1ccccc1)OC	4.8%
CSCCC(NC(=O)c1ccccc1Br)C(=O)N1CCN(C/C=C/c2ccccc2)CC1 (stereo not drawn)	-19.3%
Cc1cn([C@H]2C[C@H](O)[C@@H](CCC(=O)NCc3ccco3)O2)c(=O)[nH]c1=O	-2.5%
COc1cccc(NC(=O)CSc2cc(C)c3ccccc3n2)c1	8.4%
CC#CCN1c2ccccc2[C@]23C[C@@H](C(=O)OC)N(C(=O)NC(C)(C)C)C2=NC(C(=O)OC)=C(C(=O)OC)[C@H]13	-3.6%
Cc1oc(-c2cccs2)nc1CNC[C@H]1O[C@@H](n2cnc(C(N)=O)n2)[C@H](O)[C@@H]1O	14.4%
CCCCN1C(=O)C(O)(CC(=O)c2ccc(C)cc2C)c2cc(Br)ccc21 (stereo not drawn)	-32.1%
N#Cc1c(NCc2ccccc2)ccnc1Cl	-0.5%
CC(C)=CCc1c(O)cc(O)c2c1OC(c1ccc(O)cc1)CC2=O (stereo not drawn)	2.7%
Cc1ccc(S(=O)(=O)Nc2ccc3c(c2)c(C(=O)OC(C)C)c(C)n3S(=O)(=O)c2ccc(C)cc2)cc1	6.1%
Cc1cccc(NC(=O)c2ccc(S(=O)(=O)N(C)CC3CCCO3)cc2)c1C (stereo not drawn)	13.4%
Cc1ccc(S(=O)(=O)SCCCSS(=O)(=O)c2ccc(C)cc2)cc1	3.8%
Cc1nc(=O)c(-c2ccccc2)c(C)n1-c1ccccc1Cl	-0.3%
CC(=O)Nc1cc([N+](=O)[O-])ccc1OCc1ccccc1	9.1%
COc1cccc(Nc2nc(NCCO)nc(N3CCCC3)n2)c1	-1.9%
CC12CCCC(C(C#N)C(N)=O)(C1)NC(=O)C2C#N (stereo not drawn)	-1.7%

The list continues.
SMILES	FEN1 inhibitor
O=[N+]([O-])c1ccc(NN=Cc2cccc3ccccc23)cc1	-12.0%
Cc1nc2ccccc2c(C(=O)O)c1-c1ccccn1	12.6%
O=C1NN(c2ccccc2)C(=O)/C1=C\c1cccc(OC(=O)c2cccs2)c1	-5.6%
COCCNC(=O)C(OC(=O)c1ccco1)c1ccc(OC)cc1 (stereo not drawn)	16.6%
O=C(COC(=O)Cc1n[nH]c(=O)c2ccccc12)Nc1c(Br)cc([N+](=O)[O-])cc1Br	-9.6%
CCOC(=O)c1cc(-c2ccccc2)n(CCC(=O)NC2CCCCC2)c1C	-3.1%
COc1ccc(Cl)cc1C=CC=NNS(=O)(=O)c1ccc(C)cc1	-0.8%
O=C(NNC(=O)c1ccccc1O)c1ccccc1O	-1.2%
C=CCn1c(SCC(=O)Nc2ccc(O)cc2)nc2sc(C)c(C)c2c1=O	0.2%
Cc1ccc(NC(=O)C(C)OC(=O)c2cc(=O)[nH]c3ccccc23)cc1S(=O)(=O)N1CCOCC1 (stereo not drawn)	-4.2%
COC(=O)C(C)Oc1cc(C)ccc1COc1ccc(-n2nc(C)n(C(F)F)c2=O)cc1 (stereo not drawn)	-10.0%
CCC1CCCCN1CC(=O)N1CCCc2c1c(=O)oc1ccc(OCc3ccccc3)cc21 (stereo not drawn)	-12.4%
CC(=O)N1C[C@H]2CON(C)[C@H]2C[C@H]1c1cccc(-c2ccccc2C)c1	-3.7%
Cn1c(=S)c2[nH]c(SCCC(C)(C)C)nc2n(C)c1=O	0.5%

Structural class: those above with an aryl thioether with sulfur outside any ring.
SMILES	FEN1 inhibitor
ClCCn1cnc2c(SCc3ccccc3)ncnc21	-5.1%
O=C(NCc1ccccc1)c1onc(CSc2ccc(F)c(F)c2)c1C(=O)NCc1ccccc1	-18.3%
CC(C)Cn1cnc2c(Sc3c([N+](=O)[O-])ncn3C)nc(N)nc21	-5.5%
CCOc1ccc(NC(=O)CSc2ccc3ccccc3n2)cc1	-9.5%
CCOC(=O)c1cnc2nc(SCc3ccccc3Cl)[nH]n2c1=O	-21.9%
CCOc1ccc(C(=O)NCC(=O)NCCSc2ccc(Br)cc2)cc1OCC	-5.9%
Cc1cc(C)n2cc(CSc3nnc(-c4ccccc4)c(-c4ccccc4)n3)nc2n1	17.3%
COCCCN(C(=O)CSc1nc2ccccc2c(=O)n1C)c1c(N)n(Cc2ccccc2)c(=O)[nH]c1=O	-5.3%
O=C(CSc1ncnc2c1oc1ccccc12)N1CCN(c2ccccc2)CC1	-22.8%
Clc1cccc(CSc2ncnc3c2ncn3C2CCCCO2)c1 (stereo not drawn)	?
COc1cccc(NC(=O)CSc2cc(C)c3ccccc3n2)c1	8.4%
C=CCn1c(SCC(=O)Nc2ccc(O)cc2)nc2sc(C)c(C)c2c1=O	0.2%
Cn1c(=S)c2[nH]c(SCCC(C)(C)C)nc2n(C)c1=O	0.5%
